Compound activity (PubChem)
Runt-SMMHC FRET = Runt domain-CBFb-SMMHC interaction inhibition. inhibition, % at 20 µM. Q01196+Q13951. hit rate 0.74% among 220,000. Cerulean-Runt/Venus-CBFb-SMMHC FRET ratio 530/480, 1 h;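 active = mean inhibition across duplicate retests at 20 µM reaching about 50%, limit read from the data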;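 note: 0% = DMSO wells and 100% = wells with excess untagged CBFb-SMMHC; inhibitors lower the FRET ratio by blocking Runt binding to CBFb-SMMHC; some results filed as inactive read as strong as hits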
NPY-Y1 PAM-ag = potentiators or agonists of human neuropeptide Y receptor Y1 | P25929 | NPY-Y1 expressing cells, potentiator/agonist activation | activation, % at 3.6 µM | hit rate 0.37% among 220,000 | AID 1304; in the data active = activation above about 33%, passing the limit was not always enough;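 note: cells stimulated with NPY at EC10 then isoproterenol at EC100; 0% = low agonist plus stimulus and 100% = saturating agonist plus stimulus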
Target sequence (P25929 whole entry, looked up): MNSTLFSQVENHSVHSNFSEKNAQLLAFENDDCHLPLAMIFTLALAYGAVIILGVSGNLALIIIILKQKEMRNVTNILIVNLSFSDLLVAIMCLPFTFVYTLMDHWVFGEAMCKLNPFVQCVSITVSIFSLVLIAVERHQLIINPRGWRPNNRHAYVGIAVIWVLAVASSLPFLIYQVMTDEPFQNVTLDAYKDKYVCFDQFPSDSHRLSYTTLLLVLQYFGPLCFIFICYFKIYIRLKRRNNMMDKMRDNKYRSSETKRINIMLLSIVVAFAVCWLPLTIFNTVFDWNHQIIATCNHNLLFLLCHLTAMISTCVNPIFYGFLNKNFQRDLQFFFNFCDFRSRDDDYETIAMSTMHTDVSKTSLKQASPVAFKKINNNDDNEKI
NPY Y1 blocker = blocks the human neuropeptide Y Y1 receptor | P25929 | HEK293-CNG Y1 cells, membrane potential fluorescence; NPY at EC95, then isoproterenol | inhibition, % at 3.6 µM | hit rate 1% among 200,000;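 active = inhibition above the campaign mean inhibition of all tested compounds plus 3 SD, cut at about 20% in these data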;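 note: 0% = DMSO wells given NPY plus isoproterenol and 100% = isoproterenol alone without NPY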
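Assay system: HEK293 cells with Y1 receptor plus CNG channel | Probe or stimulus: NPY (25 nM), isoproterenol (1 µM), Ro 20-1724 (25 µM) | Timing: Compound incubation 1 h at room temperature, readout 45 min post-stimulation | Measured by: Membrane-potential fluorescent dye readout | Benchmarks: High control isoproterenol alone, low control NPY with isoproterenol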
NPY2 pot ag = potentiators or agonists of human neuropeptide Y receptor Y2; AID 1359; hit rate 0.45% among 220,000; activation, % at 3.6 µM; cells expressing NPY-Y2, potentiator/agonist read-out; in the data active = activation above about 27%;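 note: cells stimulated with NPY near EC25 plus isoproterenol at EC100; 0% = vehicle plus submaximal agonist and 100% = vehicle plus saturating agonist; some results beyond the cut were filed as inactive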
Target sequence (P49146 whole entry, looked up): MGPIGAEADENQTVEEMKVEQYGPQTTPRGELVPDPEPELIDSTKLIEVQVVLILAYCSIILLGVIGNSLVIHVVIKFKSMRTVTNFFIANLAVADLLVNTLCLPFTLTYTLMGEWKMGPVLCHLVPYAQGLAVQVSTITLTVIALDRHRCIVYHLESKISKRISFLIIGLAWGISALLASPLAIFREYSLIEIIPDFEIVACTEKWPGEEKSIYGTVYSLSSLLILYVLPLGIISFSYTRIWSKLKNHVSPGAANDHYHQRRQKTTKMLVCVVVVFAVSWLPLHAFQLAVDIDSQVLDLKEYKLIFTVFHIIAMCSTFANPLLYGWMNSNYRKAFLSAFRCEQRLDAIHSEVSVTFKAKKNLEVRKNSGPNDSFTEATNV
RBBP9 inhibitor = human RBBP9 hydrolase inhibition; inhibition, % at 7.94 µM; AID 1515; recombinant RBBP9, FP-Rh probe fluorescence polarization; hit rate 0.2% among 220,000; O75884;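 active = inhibition above the campaign mean of all tested compounds plus 3 SD, cut at about 14% in these data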;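 note: plate controls were DMSO wells with RBBP9 for no effect and wells lacking RBBP9 protein for full effect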
Target sequence (O75884 whole entry, looked up): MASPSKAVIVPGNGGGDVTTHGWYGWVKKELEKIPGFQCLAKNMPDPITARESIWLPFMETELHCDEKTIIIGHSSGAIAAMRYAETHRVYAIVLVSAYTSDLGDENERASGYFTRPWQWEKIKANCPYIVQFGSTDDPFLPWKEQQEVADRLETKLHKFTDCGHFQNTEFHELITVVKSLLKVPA
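Test system: recombinant human RBBP9. Quantity: 2.5 µM RBBP9 dispensing solution, before mixing. Detection: FP readout at 525/598 nm. Reagent: Serine-hydrolase probe FP-Rh, 375 nM pre-mixing. Measure: % inhibition. Control set: DMSO-treated enzyme wells and wells lacking RBBP9. Buffer or medium: Tris-NaCl-Pluronic buffer, pH 8.0. Times: preincubation 30 min plus labeling 45 min at 25 °C.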
MDM2 E3 inh = inhibitors of human Mdm2 E3 ubiquitin ligase; Q00987; cell-based MDM2 ubiquitination luciferase reporter, 2 h; 0 = plate control, 100 = twice control, blank-subtracted; signal enhancement, % at 5 µM; hit rate 0.11% among 210,000; AID 1230;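 active = signal enhancement of 30% or more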;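 note: luminescence tracks abundance of the self-degrading MDM2-luciferase fusion protein; higher signal means inhibition of MDM2 E3 ligase activity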
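System: stable MDM2–luciferase fusion reporter cells / Input: 2000 cells seeded into each well / Schedule: 4 h settle plus 2 h compound, 37 °C / Compound: single-point 5 µM / Buffer or medium: cells held in DMEM / Benchmarks: control and blank well means / Evaluation: percent signal gain over controls, blank-subtracted / Measured by: luciferase luminescence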
Hck Nef HTS = blocks Nef-activated human Hck kinase. Recombinant Hck-YEEI plus Nef, Z-Lyte FRET kinase assay. inhibition, % at 20 µM. hit rate 0.68% among 220,000;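 active = Hck-Nef kinase inhibition above about 50%, limit read from the data; inactive = inhibition below that limit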;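 note: 0% = DMSO with Hck plus Nef and 100% = Hck alone without Nef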
p97 ATPase inh = human p97 ATPase inhibition; P55072; recombinant p97 ATPase, Kinase-Glo ATP luminescence, 3 h; inhibition, % at 8 µM; hit rate 0.42% among 220,000; in the data active = inhibition above about 15%;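 note: 0% = DMSO vehicle and 100% = wells lacking enzyme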
Runt-CBFb FRET = Runt domain-CBFb interaction inhibition; inhibition, % at 20 µM; Cerulean-Runt/Venus-CBFb FRET ratio 530/480, 1 h; Q01196+Q13951; hit rate 0.46% among 220,000;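 active = inhibition over about 50% at 20 µM in the single-dose screen, limit read from the data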;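 note: 0% = DMSO wells and 100% = excess unlabeled CBFb competitor control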
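Measured by: fluorescence energy transfer, 422 nm excitation, 530/480 nm emission; test system: Cerulean-tagged RUNX1 Runt domain (FRET donor) fusion protein; buffer or medium: Tris pH 7.5 buffer with BSA; compound: one dose, 20 µM compound, 1% DMSO; times: two 1 h room-temperature incubations shielded from light; benchmarks: unlabeled CBFb 5 µM, positive control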
* marks the source's active call; other numbers are inactive results; · = no result given.

canonical_smiles	MDM2 E3 inh	NPY2 pot ag	NPY Y1 blocker	Runt-SMMHC FRET	RBBP9 inhibitor	NPY-Y1 PAM-ag	Runt-CBFb FRET	p97 ATPase inh	Hck Nef HTS
Cc1sc2c(c1C)c(=O)nc1scc(CC(=O)O)n12	-77.7	5.8	-5.1	3.9	1.4	11.7	-0.4	0.3	3.5
COc1cc(CCN2C(=O)c3cccc4cccc(c34)C2=O)c(S(=O)(=O)NCCCO)cc1OC	-3.9	0.3	-1.2	1.3	-7.6	9.6	-5.1	0.7	0.8
CCOc1ccc(S(=O)(=O)N(CC(=O)N/N=C/c2ccc(-c3ccc([N+](=O)[O-])cc3)o2)c2ccccc2)cc1	1.0	6.4	4.4	-31.8	-8.2	10.3	12.6	4.0	20.4
Cc1ccc(-c2noc(-c3ccccc3C(=O)N3CCCC3)n2)cc1	-17.6	9.7	-4.1	0.6	-3.5	12.9	-2.8	-0.6	-0.7
CC(C(=O)Nc1ccccc1Cl)N(c1ccccc1)S(C)(=O)=O (centres undefined)	1.3	-11.9	-0.8	-2.5	-2.4	7.7	-0.3	4.8	-5.9
CC1(C)Cc2ccccc2-c2nnc(-c3ccccn3)n21	-22.0	11.8	1.8	-1.8	0.6	18.9	0.9	5.2	2.2
NC1=NC2(CCN(Cc3ccccc3)CC2)n2c(nc3ccccc32)N1	-13.6	-9.1	0.2	-2.4	0.4	-4.9	-0.1	2.4	0.8
CCCCC(=O)NC(c1ccc([N+](=O)[O-])cc1)c1c(O)ccc2ccccc12 (centres undefined)	-13.9	17.1	-3.7	1.1	-7.9	2.2	3.5	7.1	4.6
O=C(NNC1CC(=O)N(c2ccc(Cl)cc2)C1=O)c1ccccc1Cl (centres undefined)	-19.1	-0.3	-1.1	-2.3	-16.6	-13.6	-1.6	-4.4	13.7
CN(C)S(=O)(=O)c1cccc(NC(=O)COC(=O)c2ccc3c(c2)OCO3)c1	0.9	2.5	0.4	2.9	1.5	-7.8	-1.3	3.2	-0.6
O=C(Nc1ccc(Br)cc1F)C1CCCN(S(=O)(=O)c2cnc[nH]2)C1 (centres undefined)	-16.8	-1.6	1.3	-2.5	-10.9	4.4	0.8	4.6	0.2
CC1CCN(c2ccccc2NC(=S)NC(=O)c2ccco2)CC1	·	-24.6	34.9*	·	-6.2	-48.0	·	-2.5	0.6

canonical_smiles	MDM2 E3 inh	NPY2 pot ag	NPY Y1 blocker	Runt-SMMHC FRET	RBBP9 inhibitor	NPY-Y1 PAM-ag	Runt-CBFb FRET	p97 ATPase inh	Hck Nef HTS
CC1=NC2(CCCc3c2no[n+]3[O-])N(O)C1(C)C (centres undefined)	-6.1	-7.1	-0.2	-7.2	-0.7	-56.4	-2.0	-0.4	-0.1
CC1=NN(c2ccccc2)C(=O)/C1=C/C=C/c1ccccc1	·	10.4	3.3	0.4	10.5	1.5	0.8	5.6	3.6
CCOC(=O)Cc1nn(Cc2ccc(Cl)cc2)c(=O)c2ccccc12	3.5	2.5	1.5	-4.5	-8.0	-13.0	-1.3	-6.9	-5.4
Cn1cccc1CNC1CCCCC1	-4.0	-0.6	-0.8	-0.1	-2.0	-1.1	-0.7	4.8	5.8
O=C(NNC(=O)c1ccccc1Cl)c1ccccc1Cl	-5.5	7.7	·	-3.0	-12.1	-13.0	-0.1	-5.2	-3.1
O=C(O)c1cc(NN=Nc2ccc(Br)cc2)cc([N+](=O)[O-])c1	-14.0	-12.1	·	-1.9	-2.4	6.0	8.2	-0.6	-2.5
Cc1ccccc1OCc1nc(-c2ccc(-n3cccc3)cc2)no1	-7.9	-1.8	6.2	1.9	-1.8	-0.8	-1.9	-1.4	1.5
C#CCOC(=O)c1ccccc1C(=O)OCC#C	15.6	6.7	3.0	2.4	-5.0	4.2	0.6	0.7	4.1
O=C(Nc1cccc(C(F)(F)F)c1)c1ccco1	-1.2	-5.2	13.1	0.0	-8.4	10.7	-0.2	-4.5	4.4
CCc1c(SCCC(=O)O)nc2ccccc2c1C	-2.8	-16.7	1.2	-2.5	-4.6	3.9	0.1	13.2	23.0
CC12CCC(C)(c3nc4ccccc4nc31)C2(C)C	-8.3	-6.0	-1.4	-5.6	-6.1	-0.7	1.3	0.5	18.9
CCC/C(=N\NC(=O)CNC(=O)/C=C/c1ccco1)c1ccccc1	-9.5	7.8	-1.0	0.0	-14.4	4.8	0.7	1.8	0.5

canonical_smiles	MDM2 E3 inh	NPY2 pot ag	NPY Y1 blocker	Runt-SMMHC FRET	RBBP9 inhibitor	NPY-Y1 PAM-ag	Runt-CBFb FRET	p97 ATPase inh	Hck Nef HTS
C=CCn1c(SCC(=O)N2CCCCC2)nnc1-c1ccncc1	-9.4	-1.3	4.8	-1.5	-3.4	-6.9	0.4	-0.6	10.6
Cc1ccnc(N2CCC(C(=O)Nc3cccc(C(F)(F)F)c3)CC2)n1	-22.8	1.5	-1.1	-5.9	-9.3	-1.0	-1.8	-5.3	-3.3
COc1ccc(NC(=O)c2ccc3ccccc3c2)cc1NS(=O)(=O)c1ccc(F)cc1	16.3	-8.9	-2.2	7.1	-11.8	11.1	-0.5	1.2	1.0
O=C1CCN(C(=O)Nc2ccccc2Cl)N1	-6.0	-5.0	-1.3	1.4	-1.4	6.3	-13.2	3.9	0.2
CCNC(=S)NNC(=S)NCc1ccccc1	-9.8	3.5	-1.7	9.6	-4.6	-0.5	7.6	4.0	4.7
COc1cccc(-n2nnnc2SCC(=O)Nc2cccc(NC(C)=O)c2)c1	-3.0	2.9	-4.1	-6.5	-7.8	-12.0	-2.8	8.0	7.6
Fc1ccc(C(CCNCc2cccs2)c2ccco2)cc1 (centres undefined)	-10.4	-23.0	·	-0.2	-4.0	-13.9	-1.9	-5.2	6.2
CCC(CO)NC1=CC(=O)CCC1 (centres undefined)	-18.2	3.7	-2.2	6.8	-5.4	6.7	0.2	-1.1	21.0
CCCCc1cc(=O)oc2cc(OCc3nn[nH]n3)ccc12	-15.6	8.9	·	0.1	-3.0	-2.5	-1.2	3.1	13.1
CC(=O)Cc1nsc(NC(=O)c2ccc(-c3cc(C(F)(F)F)ccc3Cl)o2)n1	-3.4	-12.7	3.0	3.1	-7.5	-7.5	-3.2	-4.2	-1.6
Cc1ccc(S(=O)(=O)N2CCOCC2)cc1C(=O)NCc1ccco1	-6.3	8.3	-1.6	-0.1	4.1	9.8	-1.1	7.5	-0.3
Cc1ccccc1C(=O)Nc1cccc(NC(=S)NC(=O)c2cccs2)c1	1.7	7.6	-2.9	0.0	-5.1	-15.7	3.8	-1.3	-0.3

canonical_smiles	MDM2 E3 inh	NPY2 pot ag	NPY Y1 blocker	Runt-SMMHC FRET	RBBP9 inhibitor	NPY-Y1 PAM-ag	Runt-CBFb FRET	p97 ATPase inh	Hck Nef HTS
CCOC(=O)C1CCN(Cc2ccc(Cl)c(Cl)c2)CC1	-16.5	-3.1	2.8	-3.0	3.3	-16.5	0.3	1.2	0.1
COc1ccc(-c2c(C)nn3c(N4CCN(Cc5ccccc5)CC4)cc(C)nc23)cc1OC	-39.1	-4.1	-0.6	-5.2	4.3	8.3	0.4	-0.4	0.7
Cc1ccccc1C(=O)N/N=C/c1ccc(OCC(=O)N2CCCCC2)cc1	4.0	-7.0	5.0	0.5	1.7	24.7	2.8	5.9	2.3
Cc1cc(=O)c2cc(Br)ccc2n1CC(=O)NCc1ccccc1	-10.7	-25.4	·	-1.7	-1.6	-8.4	1.3	-5.0	15.6
CC(=O)c1cccc(S(=O)(=O)N(C)C2CCN(C)CC2)c1	-10.6	-7.0	0.5	-1.0	-5.4	-7.5	-1.0	-2.8	18.6
COC(=O)N/N=C/c1ccc(Oc2ccccc2)cc1	-96.2	-17.3	-5.7	0.3	-1.1	-18.4	-0.1	-4.3	-27.5
N#CC1=C(N)OC2=C(C(=O)CCC2)C1c1ccc(OC(=O)N2CCOCC2)cc1 (centres undefined)	-11.7	8.8	-2.4	2.6	3.4	11.2	-0.1	7.6	-7.4
O=[N+]([O-])c1ccc(N/N=C/c2cccc(O)c2O)c(S(=O)(=O)N2CCOCC2)c1	-12.5	10.9	-6.0	2.9	-13.6	22.3	10.4	3.2	21.0
C=CCCC(=O)Nc1ccc(Br)cn1	-7.5	-1.6	-7.1	-4.9	-1.2	6.3	0.3	2.1	20.0
COc1cccc(CN2CCN(C(=O)c3ccc(-c4ccccc4)cc3)CC2)c1OC	·	-27.6	12.8	-1.4	-7.3	-13.9	-1.0	-3.8	2.8
CC(C)(C)c1cc(NC(=O)CSc2nncs2)n(-c2ccccc2)n1	-25.3	-2.8	3.9	6.3	-9.2	-10.6	-1.8	-8.0	-1.8
COC(CN(C(=O)CCl)C(C(=O)NC1CCCCC1)c1ccc(C)cc1)OC (centres undefined)	-13.8	-3.9	-0.8	0.5	-16.2	-7.9	1.3	-4.0	-3.1
CNc1nc(N)nc(-c2cc(Cl)ccc2OC)n1	-5.2	12.5	4.2	3.9	7.0	-15.5	0.0	1.2	-4.8
O=C(/C=C/c1ccc2c(c1)OCO2)NCCSCc1cccc(Cl)c1	-1.5	-34.9	11.6	-1.9	-10.8	-36.5	·	-3.7	-1.3

No enrichment for hits; any-hit rate near 3.5%.
